BLM inh: qHTS Assay for Inhibitors of Bloom's syndrome helicase (BLM). RecQ-like DNA helicase BLM (Homo sapiens), P54132. recombinant BLM DNA unwinding, fluorescence dequenching. Potency, µM (highest dose often 56.1 µM), for the others: at the top dose activity change, negative = inhibition, hits mostly inhibitors. 0.2% of 350,000 active. AID 2528, 2010;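 further: potency means the concentration at half of the fitted maximal effect; plate controls were vehicle for no effect and no enzyme for full effect; nearly all actives have a fitted effect of over 35% in size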
Pol kappa inh: qHTS for Inhibitors of Polymerase Kappa; DNA polymerase kappa (Homo sapiens), Q9UBT6; purified Pol kappa, fluorescent DNA synthesis assay, 10 min; Potency, µM (doses to about 107 µM), for the others: at the top dose activity, negative = inhibition, most hits filed as inhibitors; 0.53% of 400,000 active; further: potency means the concentration at half of the fitted maximal effect; on the % scale 0 is the no-effect control and ±100 the full control effect
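50 nM final substrate added after 15 min RT preincubation of 10 nM Pol kappa with compound; fluorescence read at 0 and 10 min.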
APEX1 inh: qHTS Assay for Inhibitors of the Human Apurinic/apyrimidinic Endonuclease 1 (APE1). recombinant APE1, TAMRA/BHQ-2 abasic DNA cleavage fluorescence. Potency, µM (doses to about 65.8 µM), without a hit: top-dose activity change, negative = inhibition, hits mostly inhibitors. DNA repair nuclease/redox regulator APEX1 (Homo sapiens), P27695. 0.35% of 350,000 active;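 further: potency means the concentration at half of the fitted maximal effect; plate controls were vehicle for no effect and reference inhibitor for full effect; nearly all actives have a fitted effect of over 55% in size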
Target sequence (P27695 whole entry, looked up): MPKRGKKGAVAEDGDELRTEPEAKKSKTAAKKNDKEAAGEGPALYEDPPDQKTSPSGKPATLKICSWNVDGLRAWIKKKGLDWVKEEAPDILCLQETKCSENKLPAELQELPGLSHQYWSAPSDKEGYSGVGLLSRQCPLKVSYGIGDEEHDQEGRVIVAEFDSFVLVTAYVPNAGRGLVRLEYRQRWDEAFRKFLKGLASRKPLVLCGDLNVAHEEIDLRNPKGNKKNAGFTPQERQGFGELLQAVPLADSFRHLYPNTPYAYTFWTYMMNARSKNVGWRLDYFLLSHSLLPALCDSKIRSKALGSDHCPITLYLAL
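APE1 at 0.75 nM final was preincubated with compound 15 min at room temperature, then 50 nM double-stranded THF abasic-site substrate (5'-TAMRA/3'-BHQ-2) was added. Fluorescence (ex 525/em 598 nm) was read kinetically; third-minus-first read gave activity.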
Anesthetic bind: qHTS Assay for Identification of Novel General Anesthetics; Ferritin light chain (Equus caballus), P02791; apoferritin/1-aminoanthracene competitive binding, fluorescence; Potency, µM (titrated, usually from 77.5 µM), for the others: at the highest dose activity change, negative = displacement, usual class: inhibitors; 0.074% of 350,000 active; AID 485281, 2010; further: potency means the concentration at half of the fitted maximal effect; on the % scale 0 is the no-effect control and ±100 the full control effect; nearly all actives have a fitted effect of over 20% in size
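Concentration-response curves derived by four-parameter Hill fitting of normalized fluorescence, where compounds displaced 1-AMA from 10 uM horse apoferritin following a brief 10 min room-temperature incubation; propofol titration acted as positive control.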
TRHR ag: qHTS for Small Molecule Agonists and Allosteric Enhancers of Human TRH Receptor: Primary Screen for Agonists; Thyrotropin-releasing hormone receptor (Homo sapiens), P34981; TRHR cells, calcium flux fluo-8, FDSS agonist mode; activation, % at 2 µM; 0.18% of 360,000 active; AID 493084, 2011; in the data active means activation above about 30%; further: 0% is about no effect
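Read-out: compound-evoked intracellular calcium rise in TRHR cells, fluo-8 dye, kinetic FDSS fluorescence at 1 s/cycle following a 10-cycle baseline. Cells cultured overnight before dye loading (30 min–1.5 h, RT).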
ERG Ets-DNA blk: qHTS for Small Molecule Inhibitors of the ERG Ets/DNA interaction; AID 624246, 2012; fluorescence polarization, His-ERG Ets domain / labelled DNA; 0.028% of 370,000 active; Potency, µM (doses to about 76.9 µM), inactives show top-dose FP activity, negative = inhibition, actives largely listed as inhibitors; active means well fitted inhibition curve with a large enough effect in the polarisation, with a control signal flat; inconclusive means small, poorly fitted or top-dose-only effect, or effect the other way, or a change in a side signal; inactive means no such curve, though single readings can be large or run the other way; the % refers to the polarisation;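 further: polarization taken with two DNA probes labelled with fluorescein and Texas red; potency means the concentration at half of the fitted maximal effect; % of control where 0% means no effect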
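His-tagged ERG Ets domain (1 uM in the protein solution; 300mM KCl, 50mM Tris-HCl, 1mM EDTA, 1mM DTT, pH 7.5) received compound, then a probe mix of 5 nM fluorescein-DNA and 100nM Texas-615-DNA. Fluorescence polarization was read for both dyes.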
POLI inh: qHTS for Inhibitors of Polymerase Iota; DNA polymerase iota (Homo sapiens), Q9UNA4; Pol iota fluorescent replication assay, 10 min; Potency, µM (doses to about 115 µM), for the others: at the top dose activity, negative = inhibition, most hits filed as inhibitors; 1% of 390,000 active; AID 588590, 2011; further: potency means the concentration at half of the fitted maximal effect
Target sequence (Q9UNA4 whole entry, looked up): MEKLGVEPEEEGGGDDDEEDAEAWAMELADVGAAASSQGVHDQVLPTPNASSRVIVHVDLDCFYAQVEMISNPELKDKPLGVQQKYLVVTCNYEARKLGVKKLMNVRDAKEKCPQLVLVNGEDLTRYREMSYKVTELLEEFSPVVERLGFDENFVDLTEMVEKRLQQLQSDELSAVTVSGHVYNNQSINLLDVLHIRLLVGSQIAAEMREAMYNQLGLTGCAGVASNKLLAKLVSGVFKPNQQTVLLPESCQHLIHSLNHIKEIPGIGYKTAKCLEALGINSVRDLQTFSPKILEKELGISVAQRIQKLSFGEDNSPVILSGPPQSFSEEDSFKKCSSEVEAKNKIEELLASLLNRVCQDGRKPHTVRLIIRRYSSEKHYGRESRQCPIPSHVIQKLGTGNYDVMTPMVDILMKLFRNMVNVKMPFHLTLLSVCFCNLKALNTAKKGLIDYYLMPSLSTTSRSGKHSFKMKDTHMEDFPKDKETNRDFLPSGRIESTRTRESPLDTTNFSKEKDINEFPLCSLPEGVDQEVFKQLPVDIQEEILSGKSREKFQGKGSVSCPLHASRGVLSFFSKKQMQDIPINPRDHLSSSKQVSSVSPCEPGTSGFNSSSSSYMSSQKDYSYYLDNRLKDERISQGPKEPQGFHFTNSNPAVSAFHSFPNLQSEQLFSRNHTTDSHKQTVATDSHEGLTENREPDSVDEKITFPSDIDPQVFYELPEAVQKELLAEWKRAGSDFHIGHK
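Fluorescent replication assay read twice, at 0 min and 10 min after adding 50 nM (final) substrate. Enzyme (10 nM) and compounds were first incubated 15 min at room temperature; enzyme-free buffer wells were negative controls.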
POLB inh: qHTS Assay for Inhibitors of DNA Polymerase Beta | Potency, µM (titrated, usually from 114 µM), inactives show at the highest dose activity change, negative = inhibition, usual class: inhibitors | P06746 | 1.3% of 340,000 active | AID 485314, 2010 | Pol beta primer extension/strand displacement, fluorescence kinetic; further: potency means the concentration at half of the fitted maximal effect; on the % scale 0 is the no-effect control and ±100 the full control effect
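Values derive from four-parameter Hill fits of normalized kinetic data: reads at 0 and 10 min following addition of 50 nM substrate to 10 nM Pol beta preincubated 15 min with compound.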
12-LOX inh: Primary qHTS assay for inhibitors of human arachidonate 12S-lipoxygenase (ALOX12): Round 2. Potency, µM (titrated, usually from 108 µM), for the others: at the top dose activity change, negative = inhibition, actives largely listed as inhibitors. AID 1671190, 2021. 1.1% of 580,000 active. purified 12hLO, xylenol orange hydroperoxide absorbance. Polyunsaturated fatty acid lipoxygenase ALOX12 (Homo sapiens), P18054; further: potency means the concentration at half of the fitted maximal effect; on the % scale 0 is the no-effect control and ±100 the full control effect
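Purified human 12hLO at 150 nM in 25 mM Hepes, 0.01% Triton X-100, pH 7.0, preincubated 15 min at room temperature with compound. Reaction started with 40 uM arachidonic acid, 30 min at room temperature. Hydroperoxide measured by Fe-xylenol orange, 573/405 nm absorbance ratio.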
Starred values were filed as active, the others as inactive; i = inactive; ? = inconclusive; nt = no result given; & = joins results of further samples; [ ] = remark or other dose. Unless noted, the call rests on the fitted dose curve; in most records, active means well fitted curve in the direction sought with a large enough effect; inconclusive means small, poorly fitted or top-dose-only effect, or another doubt; inactive means no such curve, though single readings can be large; an effect the other way counts as inactive or inconclusive. The list is partial; rates above refer to the full screens.

Every second line gives: BLM inh, Pol kappa inh, APEX1 inh, Anesthetic bind, TRHR ag, ERG Ets-DNA blk, POLI inh, POLB inh, 12-LOX inh
> COC(=O)CCS(=O)(=O)c1ccc(Cl)c(Cl)c1
  1%, 0%, -6%, 2%, -0.5, 1%, -7%, 15%, 0%
> NC(=O)C1=C[C@H](c2ccc(Br)cc2)C[C@H](OCc2ccc(CO)cc2)O1
  -6%, 3%, 2%, -10%, 0.1, -15%, 22%, -26%, 0%
> COc1ccc(CN(C(=O)c2snc(C(N)=O)c2N)C(C)C(=O)NCc2ccc(F)cc2)cc1 (stereo not drawn)
  -4%, 0%, 77%, -7%, 2.0, 13%, 76%[activator], -2%, 16%
> O=C(COC(=O)c1ccccc1Cl)Nc1ccc2[nH]c(=O)[nH]c2c1
  nt, 2%, -11%, nt, 0.1, 21%, -12%, nt, -21%
> COc1ccc(NC(=O)Cc2nnc(SCC(=O)c3ccccc3)n2C)cc1
  -5%, -14%, -7%, 5%, 0.4, -12%, 78%[activator], 39%, 7%
> COc1ccc(-c2nc3sc(CCNC(=O)c4cccc(C(F)(F)F)c4)c(C)n3n2)cc1
  -2%, -10%[60.1 µM], nt, 4%, 0.6, -10%, -22%, -1%, -18%
> O=C(NC(=S)Nc1cccc(S(=O)(=O)NC2=NCCC2)c1)c1cc(-c2ccco2)nc2ccccc12
  ?, ?, -2%, -11%, 0.1, 11%, 28µM*, 40µM*, -5%
> CC(=O)c1cc2c(cc1NC(=O)CN1Cc3ccccc3C1=O)OCO2
  0%, 14%, 69%[activator], -7%, 0.1, 5%, 33%[activator], 33%, -17%
> c1ccc(-c2cncnc2)cc1
  nt, -11%, -12%, nt, 0.7, -4%, ?, nt, -14%
> Cn1c(SCC(=O)NCc2ccc3c(c2)OCO3)ncc(C(=O)Nc2ccc(F)cc2)c1=O
  nt, -3%, 4%, nt, 0.4, 31%[activator], 34%[activator], nt, 3%
> O=C(Nc1cc(S(=O)(=O)N2CCOCC2)ccc1N1CCCCC1)c1cc(-c2ccccn2)nc2ccccc12
  0%, -1%, -2%, -13%, 0.0, 3%, 136%[activator], -15%, ?
> CCc1nc2ccccc2nc1N1CCN(S(=O)(=O)c2ccc(Cl)cc2)CC1
  -7%, -3%, ?, -11%, 0.7, -6%, 38%[activator], 5%, 26%
> NC(N)=N/N=C/c1ccc(Cl)cc1Cl
  22%, -5%, 1%, -13%, 2.5, 5%, 107%[activator], 3%, -15%&41%
> Cc1ncc([N+](=O)[O-])n1CCOC(=O)NC(Nc1ccc(F)cc1)C(Cl)(Cl)Cl (stereo not drawn)
  -4%, -13%, -18%, -8%, -0.4, -9%, 0%, ?, -18%
> Clc1ccc(-n2nnnc2-c2cnc3ccccc3c2-c2ccccc2)cc1
  -13%, -7%, -2%, ?, 0.2, 6%, 13%, 11%, 114%[activator]
> c1ccc(Oc2cc(-n3cncn3)ncn2)cc1
  -11%, 8%, 4%, -4%, 0.1, 15%, 28%, -14%, -10%
> Cc1ccc(Nc2nc(-c3ccccc3)cs2)nc1
  -7%, -8%, 50%[activator], -19%, -1.6, 11%, 32%[activator], 9%, 15%
> CCOC(=O)C(=CNc1ccc(C#N)cc1)C(=O)OCC
  -9%, -2%, 18%, -5%, -0.1, 6%, -17%, 6%, -6%
> C=C(C)CNC(=S)N1CCN(C(c2ccccc2)c2ccccc2)CC1
  -4%, -9%, -3%, 0%, -1.3, -24%, 109%[activator], -2%, -5%
> O=C(COC(=O)Cn1cnc2ccccc21)NCCc1ccccc1
  -2%, -1%, 1%, 5%, 0.9, 6%, -8%, 30%, ?
> CCC(=O)Nc1ccc2c(c1)nc(CN1CCCCC1)n2C
  -5%, -3%, 1%, -4%, 0.4, -2%, -15%, 21%, -2%
> NC(=O)c1ccccc1N=Cc1ccc2ccccc2c1
  0%, -15%, -1%, 33%[activator], 0.1, -6%, 7%, 14%, -2%
> Cc1cc(C)nc(N/N=C/c2sccc2C)n1
  -4%, -6%, 7%, -4%, -0.5, -5%, 78%[activator], 29%, 12%
> O=C(NCCCn1ccnc1)c1cn(-c2ccccc2)nc1-c1ccccc1
  2%, 0%, -6%, -4%, 0.2, nt, -6%, 0%, 8%[57.4 µM]
> O=C(Nc1ccc(S(=O)(=O)N2CCOCC2)cc1)c1ccccc1Br
  -4%, 1%, 3%, -19%, -0.5, -11%, -7%, -20%, -9%
> C=CCOC(=O)C1=C(C)NC(SCC(=O)N(CC)CC)=C(C#N)C1c1ccco1 (stereo not drawn)
  -5%, -2%&-19%, -1%, 5%, -0.9, 6%&0%, 4%&1%, -1%, 17%&0%
> Cc1cc(C)nc(N/N=C/c2ccc3c(c2)OCCO3)n1
  -8%, -11%, -2%, -5%, 0.0, -5%, 5%, -23%, 13%
> COc1cc([C@@H]2CC(=O)c3c(O)cc(O)cc3O2)ccc1O
  3%, -4%[60.1 µM], -4%, ?, nt, nt, nt, nt, nt
> N#C/C(=C/c1ccc(OC(=O)c2ccc(Br)s2)cc1)c1nc2ccccc2[nH]1
  nt, -28%, nt, nt, nt, -5%, 59%[activator], nt, -8%
> COC(=O)c1cc(C(=O)OC)n(Cc2ccc(C)cc2)c1C
  -10%, ?, -6%, -12%, 0.8, -1%, ?, -28%, ?

Complete entries as entered above. Order of screens: BLM inh, Pol kappa inh, APEX1 inh, Anesthetic bind, TRHR ag, ERG Ets-DNA blk, POLI inh, POLB inh, 12-LOX inh
Results for N#C/C(=C/c1ccc(OC(=O)c2ccc(Br)s2)cc1)c1nc2ccccc2[nH]1 = nt, -28%, nt, nt, nt, -5%, 59%[activator], nt, -8%
Results for Cc1ccc(Nc2nc(-c3ccccc3)cs2)nc1 = -7%, -8%, 50%[activator], -19%, -1.6, 11%, 32%[activator], 9%, 15%
Results for COC(=O)c1cc(C(=O)OC)n(Cc2ccc(C)cc2)c1C = -10%, ?, -6%, -12%, 0.8, -1%, ?, -28%, ?

(next part)
Every second line gives: BLM inh, Pol kappa inh, APEX1 inh, Anesthetic bind, TRHR ag, ERG Ets-DNA blk, POLI inh, POLB inh, 12-LOX inh
> COc1ccc(-c2nn3cnnc3s2)cc1OC
  -7%, -5%, -2%, -11%, 0.0, -4%, 15%, 15%, 0%
> Cc1cc(C)c(NC(=O)CN2C(=O)NC3(CCc4ccccc43)C2=O)c(Cl)c1 (stereo not drawn)
  nt, 0%, 26%, nt, nt, -1%, 15%, nt, -27%
> CN(CCC1CCCCO1)C(=O)c1cc(COc2ccc(F)cc2F)on1 (stereo not drawn)
  -2%, -19%, -10%, ?, -1.7, 6%, 7%, 33%, -10%
> CC(=O)N1CCCN(C(=O)c2cc(COc3c(F)cccc3F)on2)CC1
  0%, 3%, 57%[activator], -1%, 0.4, 1%, 8%, -2%, ?
> COc1ccc2c(CNCCc3ccc(SC)cc3)c(C(=O)O)n(Cc3ccc(F)cc3)c2c1
  -2%, -1%, nt, 0%, 1.5, -2%, -19%, 2%, -21%
> Cc1ccccc1N(C(=O)CNC(=O)c1cccs1)C(C(=O)NC1CCCC1)c1ccncc1 (stereo not drawn)
  -3%, 2%, -2%, -9%, -0.3, -3%, 41%[activator], 42%, -12%
> COC(=O)Cc1c(C)nc2nc(Cc3ccccc3)[nH]n2c1=O
  -1%, -16%, -6%, 7%, 0.2, 2%, 4%, 5%, 3%
> CC(Oc1ccccc1Cl)C(=O)Nc1ccc(S(=O)(=O)N2CCN(C)CC2)cc1 (stereo not drawn)
  nt, -3%, nt, nt, nt, 11%, ?, nt, ?
> COC(=O)c1ccc(CSc2nc3c(cnn3-c3ccc(F)cc3)c(=O)[nH]2)o1
  4%, -6%, -3%, -10%, -0.5, 0%, -23%[58.9 µM], -2%, -22%
> COc1ccc(/C=C/C(=O)NCCCN2CCOCC2)cc1
  0%, -9%, -2%, 1%, -0.5, -13%, 7%, 37%, i
> O=C(COC(=O)c1ccc(Cl)nc1)NCc1ccc2c(c1)OCO2
  -8%, 1%, ?, 5%, 0.4, 29%, 9%, ?, -19%
> COc1cc(/C=N/NC(N)=O)ccc1OCC(=O)Nc1ccc(C)c(C)c1
  10µM*, 89µM*, 5%, 4%, -0.1, 1%, 32µM*, ?, -27%

BLM inh: entries above that show a hit.
compound | BLM inh | Pol kappa inh | APEX1 inh | TRHR ag | ERG Ets-DNA blk | POLI inh | 12-LOX inh
COc1cc(/C=N/NC(N)=O)ccc1OCC(=O)Nc1ccc(C)c(C)c1 | 10µM* | 89µM* | 5% | -0.1 | 1% | 32µM* | -27%
